NR2E3 ag-1 = agonists of human nuclear receptor NR2E3; Q9Y5X4; GST-NR2E3/biotin-RetCOR TR-FRET, 1536-well; inhibition of corepressor binding, % at 4.78 µM; 320,000 tested, 0.12% active; AID 2300;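 active means percent inhibition above the cutoff of mean plus 3 SD of all tested compounds, set per screening campaign, cut at about 20% in these data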;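 further: 0% = DMSO wells and 100% = biotin wells as full block of FRET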
Target sequence (Q9Y5X4 whole entry, looked up): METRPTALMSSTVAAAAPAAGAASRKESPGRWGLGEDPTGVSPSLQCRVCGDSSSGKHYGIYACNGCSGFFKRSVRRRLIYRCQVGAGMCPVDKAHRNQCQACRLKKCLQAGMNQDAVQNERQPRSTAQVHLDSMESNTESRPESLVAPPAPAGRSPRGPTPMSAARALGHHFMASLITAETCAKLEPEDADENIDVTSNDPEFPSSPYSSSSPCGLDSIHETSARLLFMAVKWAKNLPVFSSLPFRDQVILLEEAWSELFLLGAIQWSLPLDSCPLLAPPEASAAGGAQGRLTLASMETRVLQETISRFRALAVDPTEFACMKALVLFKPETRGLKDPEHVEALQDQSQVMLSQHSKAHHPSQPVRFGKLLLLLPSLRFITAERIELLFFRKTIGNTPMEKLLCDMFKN
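Material: NR2E3–RetCOR corepressor complex / Amount: 1.35 nM GST-NR2E3 / Medium: Tris pH 7.5 / Compound: single nominal compound dose of 4.8 µM / Incubation: 5 h at 4 °C / Technique: TR-FRET, Eu(K)-anti-GST donor, streptavidin-D2 acceptor, ex 340, em 617/671 nm / Read-out basis: percent loss of FRET ratio relative to control wells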
Shn3 inh set2 = reduces Shn3 3'UTR luciferase signal in osteoblasts; Clone20 osteoblast Shn3 3'UTR firefly luciferase, 24 h; inhibition, % at 12.5 µM; 360,000 tested, 0.52% active;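 active means mean inhibition of at least 75% with every replicate also reaching 75%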;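 further: 0% = median of neutral control wells and 100% = pilot-screen positive control compound; some compounds past the cut are filed as inactive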
NR2E3 ag-2 = agonists of human NR2E3 nuclear receptor; Q9Y5X4; CHO-S Gal4-NCOR/VP16-NR2E3 two-hybrid, luciferase; inhibition of corepressor binding, % at 3.98 µM; 360,000 tested, 0.35% active; AID 602229;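 active means inhibition above the mean of all tested compounds plus 3 SD, cut at about 70% in these data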;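 further: 0% = DMSO with NR2E3 transfected cells and 100% = cells lacking NR2E3 construct; higher means lower luciferase signal from less NR2E3 corepressor binding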
Peg3 prom inh = reduces Peg3 promoter-driven luciferase expression in HeLa; AID 588405; inhibition, % at 20 µM; 360,000 tested, 1.7% active; HeLa PEG-Prom luciferase reporter, luminescence, overnight;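 active means inhibition of at least 50% at 20 µM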
TWEAK-Fn14 inh = TWEAK-Fn14 signaling inhibition | TWEAK-stimulated Fn14 reporter cells, luciferase luminescence, 8 h | AID 1159606 | inhibition, % at 10 µM | 360,000 tested, 2% active; in the data active means inhibition above about 50%
HIF-2a block = blocks HIF-2a reporter activity; 786-0 RCC cells HIF-2a reporter, luciferase luminescence, overnight; 360,000 tested, 0.72% active; inhibition, % at 18.8 µM;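 active means inhibition of the luminescence signal of 40% or more relative to plate controls, in a single-dose primary screen at 18.75 µM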
KKLEB tox = CF airway cell cytotoxicity counter-screen; AID 602141; activity change (cytotoxicity), % at 5 µM; 360,000 tested, 0.36% active; KKLEB CF airway cells viability, ATPlite luminescence, overnight; hits give low values; cells stimulated with P. aeruginosa culture filtrate;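 active means corrected activity change at or below -50% at 5 µM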
CF NFkB inh = blocks PAF-induced NF-kB reporter in cystic fibrosis cells | KKLEB NF-kB-GFP reporter, GFP fluorescence overnight | inhibition, % at 5 µM | 360,000 tested, 0.86% active;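 active means at least 50% inhibition at 5 µM, scaled per plate between neutral and stimulator controls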;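 further: PAF is a Pseudomonas aeruginosa culture filtrate used as stimulus; plate controls were PAF-stimulated DMSO wells for no effect and unstimulated DMSO wells for full effect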
hiPSC survival = enhancers of human iPSC single-cell survival. survival enhancement, % at 20 µM. 360,000 tested, 0.044% active. hiPSC single-cell survival, ATPlite luminescence; 100% = ROCK inhibitor wells, 0% = DMSO. AID 602274; in the data active means survival enhancement above about 18%;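 further: cells exposed to compounds for 16 hours before the ATP read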
aDG glyco act = alpha-DG glycosylation activation | Pro5-aDG cells, alpha-DG glycosylation AlphaScreen (IIH6); 0% Pro5, 100% B10-LARGE cell signal | activation, % at 10 µM | 360,000 tested, 0.22% active | AID 624168;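 active means activation of at least 8% versus controls, or a plate z-score of at least 8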;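 further: Pro5 are CHO cells carrying HIG-tagged alpha-DG that lacks glycosylation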
MITF TRPM1 inh = MITF TRPM1 promoter inhibition in SK-MEL-5 cells. 330,000 tested, 0.83% active. inhibition, % at 12.5 µM. SK-MEL-5 TRPM1 promoter luciferase, 24 h. AID 488899;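 active means mean inhibition across replicates of 60% or more, whatever share of single replicates reaches that level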; further: values of inactives mirror those of a sister screen read the other way
Numbers without * were called inactive; · = not tested or not shown.

Below each SMILES – aDG glyco act	hiPSC survival	Peg3 prom inh	CF NFkB inh	Shn3 inh set2	TWEAK-Fn14 inh	KKLEB tox	HIF-2a block	NR2E3 ag-1	NR2E3 ag-2	MITF TRPM1 inh
c1ccc(-c2nnc3sc(CN4CCc5ccccc54)cn23)cc1
  0.6	1.5	19	23	19	-17	-8	12	-1	51	1
O=C(COc1cccc(C(F)(F)F)c1)NCCCN1CCCC1=O
  0.4	-0.3	7	-6	8	31	6	-8	-2	-9	17
Cc1cc(Br)cc(C)c1OCC(=O)NNC(=O)c1cccs1
  -0.1	-0.2	1	-56	-3	-13	18	-6	0	1	6
COc1ccc(C(=O)Nc2ccccc2)cc1NC(=O)c1cccs1
  0.1	-0.3	-31	5	3	-24	7	-32	·	-3	-5
CCN(CC(=O)Nc1cc(Cl)ccc1C)C(=O)C1CC(=O)N(Cc2ccccc2)C1 (centres undefined)
  0.6	0.0	14	22	-42	7	4	10	-1	-5	16
O=C(NCC1COc2ccccc2O1)c1ccc(F)c(S(=O)(=O)N2CCOCC2)c1 (centres undefined)
  0.0	0.7	15	-8	-5	-4	-6	-1	·	25	7
O=C(c1ccc(-c2ccccc2)c(F)c1)C1CCCN(CCCn2cccn2)C1 (centres undefined)
  0.9	-0.5	12	5	15	-2	-19	0	3	3	12
CCCCCN(C(=O)CCC(=O)OCCOc1ccc(OC)cc1)c1c(N)n(CCCC)c(=O)[nH]c1=O
  0.2	-0.3	2	-27	-7	-6	1	2	-4	3	8
Cc1cc(N=Nc2ccc(Cl)cc2)cc(CN2CCCC2)c1O
  -0.2	-0.4	-13	-2	5	37	3	-40	2	-11	-9
CCOc1ccc2[nH]c(=O)c(C(c3nnnn3CC3CCCO3)N3CCc4ccccc4C3)cc2c1 (centres undefined)
  0.3	-2.5	5	-7	4	5	-3	18	5	-1	14
CCOC(=O)c1ccc(NC(=O)C23CCC(C)(C(=O)O2)C3(C)C)cc1 (centres undefined)
  0.5	-1.5	-134	-17	-58	-5	-2	-131	-4	-69	-48
COc1ccc(C(=O)c2c3ccc(C(F)(F)F)cc3[n+]([O-])n2CCCC(N)=O)cc1
  -0.1	-1.0	-1	-32	0	-4	10	9	2	-5	-7
Cc1nnc(NC(=O)c2cc3ccccc3o2)s1
  -0.1	-0.6	-134	-1	-8	12	-26	-146	3	-48	-52
COc1cc(C(=S)NCc2ccccc2)cc(Br)c1O
  -0.3	-0.7	-1	3	4	25	-14	-4	5	-10	4
c1ccc2c(c1)ncc1cccn12
  -0.1	-0.1	11	15	11	10	11	-5	0	-1	-2
Cc1ccc(NC(=O)c2ccc(COc3ccccc3)o2)nc1
  0.0	0.3	-196	19	-22	-13	1	-194	1	-23	-29
CSCCC(NC(=O)COc1ccccc1)C(=O)N1CCCC(C(F)(F)F)C1 (centres undefined)
  0.6	-0.4	3	4	3	-2	-4	15	1	6	-2
Cc1ccc(OCCC(=O)Nc2ccc(F)c(Cl)c2)cc1
  0.0	0.5	-2	11	-6	29	-5	-7	-1	-5	-10
O=C(Cn1cnnn1)NCc1ccccc1
  0.0	0.3	2	-14	7	13	-18	14	2	1	-2
O=C(NC1CCN(S(=O)(=O)c2ccccc2F)CC1)c1cccnc1
  0.0	0.0	0	1	3	11	-8	3	4	10	-5
CCOc1ccc2nc(NC(=O)C3CCCO3)sc2c1 (centres undefined)
  0.1	0.2	-255	-4	-43	29	3	-267	2	-152	-72
COc1cc(C2=Nc3ccc(Br)cc3C(c3ccccc3)N2CC(=O)NN)cc(OC)c1OC (centres undefined)
  -0.1	-0.6	-1	-19	2	1	6	21	1	16	·
Cc1ccc(S(=O)(=O)NC(=O)C2(C)CCN2C(=O)C2CCCCC2)cc1 (centres undefined)
  -0.1	1.1	-2	15	12	-2	-13	8	·	-49	·
CN(CC(=O)Nc1ccc(N2CCOCC2)cc1)CC(=O)Nc1ccccc1[N+](=O)[O-]
  -0.1	1.2	-6	-3	4	1	3	18	3	-17	2
CCNc1ccc(S(=O)(=O)N(C)C)cc1NCC(=O)Nc1c(F)cccc1F
  -0.1	-1.8	15	-7	8	9	17	17	-4	28	-3
FC(F)(F)c1ccccc1Cc1c(C2CCCCC2)nc2ccc(Br)cn12
  -0.1	-1.1	-47	38	-6	0	-25	-52	·	-2	·
O=C(O)CSCC(=O)N1CCCN(c2nccc(C(F)(F)F)n2)CC1
  0.1	0.4	-3	0	0	25	-2	-14	2	3	3
Clc1nc(NC2CCCCC2)c2cn[nH]c2n1
  0.4	1.7	44	13	-2	14	0	-12	·	-13	-11
CC1CC(C)CN(CCCNC(=O)c2csc3c2CCCC3)C1 (centres undefined)
  -0.2	1.9	-2	-13	1	-7	3	8	0	-3	13
CSc1ccccc1C(=O)C1CCCN(C(=O)c2cncs2)C1 (centres undefined)
  -0.1	2.3	-19	-16	-12	-2	3	-23	0	-10	12

Sorted by heavy-atom count (falling): some entries from above
Below each SMILES – aDG glyco act	hiPSC survival	Peg3 prom inh	CF NFkB inh	Shn3 inh set2	TWEAK-Fn14 inh	KKLEB tox	HIF-2a block	NR2E3 ag-1	NR2E3 ag-2	MITF TRPM1 inh
CCN(CC(=O)Nc1cc(Cl)ccc1C)C(=O)C1CC(=O)N(Cc2ccccc2)C1 (centres undefined)
  0.6	0.0	14	22	-42	7	4	10	-1	-5	16
Cc1cc(N=Nc2ccc(Cl)cc2)cc(CN2CCCC2)c1O
  -0.2	-0.4	-13	-2	5	37	3	-40	2	-11	-9
Clc1nc(NC2CCCCC2)c2cn[nH]c2n1
  0.4	1.7	44	13	-2	14	0	-12	·	-13	-11

Additional records:
Below each SMILES – aDG glyco act	hiPSC survival	Peg3 prom inh	CF NFkB inh	Shn3 inh set2	TWEAK-Fn14 inh	KKLEB tox	HIF-2a block	NR2E3 ag-1	NR2E3 ag-2	MITF TRPM1 inh
COc1ccc(C(=O)Nc2cccc(-c3ccc4nncn4n3)c2)cc1
  0.2	-0.1	-21	16	-4	-13	-2	-42	4	-1	-6
CC1CCCN(S(=O)(=O)c2ccc(C(=O)Nc3sc4c(c3C(N)=O)CCN(C)C4)cc2)C1 (centres undefined)
  48*	-0.4	15	-2	11	-4	9	7	1	-1	8
CC(Sc1nnc2ccccn12)C(=O)Nc1ccc(Cl)cn1 (centres undefined)
  0.3	2.2	-6	3	9	3	7	-4	2	-18	6
CCN1CCN(CC(=O)Nc2ccc3c(c2)OCO3)C(=O)C1=O
  -0.2	1.4	10	-12	0	-3	-4	6	4	12	7
Cc1ccc(OCCCn2c(=O)oc3ccccc32)cc1
  -0.2	-0.4	-100	-16	-16	-21	-4	-175	-1	-48	-8
CCCCNCc1cc(OC)c(OCC(N)=O)cc1Br
  0.0	1.4	2	4	1	0	2	16	1	-6	-6
Cc1ccc(C2CC(c3cccc(C)c3)n3ncnc3N2)cc1 (centres undefined)
  0.0	-0.5	9	11	-10	-11	3	4	0	-4	-5
Cc1ccc([N+](=O)[O-])cc1S(=O)(=O)n1ccnc1C
  -0.1	2.1	5	1	-18	-10	7	15	-1	1	-4
Cn1c(=O)c2c(ncn2CC(=O)OCC(=O)Nc2cc(Cl)ccc2Cl)n(C)c1=O
  0.0	-2.1	-5	19	5	4	4	13	-1	-10	5
COc1ccc(OC)c(NC(=S)NCc2cccs2)c1
  -0.1	0.2	4	-8	-14	-5	12	6	1	8	-8
CN(O)/C=C1\C(=O)Nc2ccccc21
  0.0	1.1	20	11	30	-6	15	26	-10	-18	21
O=C1NC(=O)C(CC(=O)N(Cc2cccs2)C2(C(=O)NC3CCCC3)CCCCC2)N1 (centres undefined)
  0.4	0.7	8	4	3	17	18	11	-2	12	2
O=C(Nc1ccc(NC(=O)c2ccc(S(=O)(=O)c3ccccc3)cc2)cc1)c1ccccc1
  0.1	0.8	12	7	-11	-16	6	-1	-1	-20	3
O=C(CSc1nnc(C2CC2)n1C1CC1)c1ccc(F)cc1
  0.4	-0.4	-85	0	-26	-21	-4	-146	2	3	-26
Cc1c(C(=O)NNc2c(Cl)cccc2Cl)n(C)oc1=O
  0.1	0.3	9	9	13	-12	-10	18	-1	-14	-4
CN(C)CCN(C)C1CN(CCc2ccccc2)S(=O)(=O)C1 (centres undefined)
  -0.2	3.0	-1	-2	3	5	-4	12	·	-5	·
O=C(NCC(c1cccs1)N1CCOCC1)c1cc(S(=O)(=O)N2CCOCC2)ccc1Cl (centres undefined)
  -0.1	1.0	-4	-27	-33	-7	12	-4	·	-18	3
COc1cccc(OC)c1C(=O)Nc1ccc(NC(=O)c2ccco2)cc1
  0.1	1.3	-22	-1	4	11	-4	-31	-2	-26	-5
CCc1ccc(NC(=O)CO/N=C(\C)c2cc3ccccc3o2)cc1
  -0.4	-0.6	-9	-17	-1	11	-1	7	2	-16	-14
O=C1C(Cc2ccc(Br)cc2)SC(=Nc2ccccc2)N1c1ccccc1 (centres undefined)
  0.2	0.8	35	-2	4	1	-10	21	0	8	-3
O=S(=O)(c1ccccc1F)N1CCN(c2nc(-c3cccnc3)nc3ccccc23)CC1
  -0.4	2.9	37	6	-14	34	-4	-36	3	16	-6
O=C1N(Cc2cccc(Cl)c2)C[C@@H]2C[C@@H](c3cccn3-c3ccccn3)N3CCC[C@@]123
  0.0	0.5	-8	26	27	1	-6	3	0	-6	2
CN(Cc1nc2ccc(F)cc2[nH]1)Cc1nc(CC2CC2)no1
  -0.2	-0.6	10	4	-11	-8	-1	5	1	-32	-11
CCOC(=O)N1CCN(S(=O)(=O)N(C)C)CC1
  0.0	3.6	9	-2	-9	-2	-2	15	-4	-14	7
OC(COCc1ccccc1)CN1CCN(c2ccccc2)CC1 (centres undefined)
  0.0	-0.5	7	-2	·	-2	3	1	-1	22	2
COC1CCN(Cc2c(C(=O)N3CCN(C4CCCCC4)CC3)nc3ccccn23)CC1
  -0.2	1.0	10	5	-4	-8	6	12	2	3	-13
CCc1ccc(C(C)NC(=O)c2ccc(F)cc2)cc1 (centres undefined)
  0.3	2.1	8	13	8	12	-1	22	3	16	11
CCc1ccc(-c2cc(C)no2)cc1S(=O)(=O)NCCN1CCC(C)CC1
  0.4	-0.4	1	15	8	-9	-2	2	-1	5	-4
CC(C)(C)OC(=O)N(Cc1ccccc1)Cc1ccccc1OCc1cccc(NC(=O)C2CC2)c1
  0.2	-2.5	10	14	-2	-5	-9	5	·	3	5
CSC1=NCCN1C(=O)c1ccc(C)cc1
  -0.2	-0.6	-19	10	-14	3	6	-7	-2	-11	-2
COc1cccc(CN2CCN(Cc3cc4ccccc4[nH]3)CC2CCO)c1 (centres undefined)
  -0.1	0.4	15	14	·	9	-5	9	-2	2	15
CC(C)(CC(=O)OCC(=O)Nc1ccccc1F)CC1=NS(=O)(=O)c2ccccc2N1
  0.2	-0.1	11	6	22	16	-5	6	-1	-13	10
